Bioassay records as filed in PubChem.
Siah-1 displacement = blockers of Siah-1 interaction with plectin peptide – biochemical, fluorescence polarization, rhodamine-plectin, uHTS, primary screen (AID 1817). Siah-1 / rhodamine-plectin peptide fluorescence polarization; higher % means a stronger effect. one-dose displacement, % at 20 µM; IC50 in µM for titrated hits. 290,000 tested, 0.02% active;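 active means displacement of at least 50% at 20 µM, with a fluorescence ratio check between 0.3 and a set limit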;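 further: plate controls were Siah plus tracer with DMSO for no effect and tracer alone without Siah for full effect; strong numbers were not always called active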
Lipid droplet = hepatic lipid droplet formation modulation | AML12 mouse hepatocytes, oleate lipid droplets, BODIPY imaging | 240,000 tested, 0.4% active | AID 1656 | inhibition, % at 6.5 µM;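 active means lipid droplet intensity inhibited by at least 50%, with more than 500 cells counted; inconclusive means wells with under 300 cells, treated as cytotoxic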
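Assay system: AML12 hepatocytes (mouse) / Also added: 100 µM oleic acid challenge / Times: overnight treatment with compound plus oleate / Detection: high-content imaging of BODIPY-stained droplets and DAPI nuclei / Evaluation: % inhibition of lipid droplet signal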
AID2073 = inhibitors of Mint1-CaV2.2 protein interaction, biochemical, HTRF (AID 2073). one-dose inhibition, % at 20 µM; IC50 in µM for titrated hits. HTRF protein-protein interaction, Mint1-CaV2.2; higher % means a stronger effect. 290,000 tested, 0.19% active; in the data active means inhibition mostly above about 51%, no sharp cut-off; inconclusive means no clear call, values can overlap the other calls; inactive means mostly below about 53%; further: some results filed as inactive read as strong as hits
NOD2 inhibition = inhibition of NOD2-driven NF-kB reporter – cell-based, luminescence, uHTS, HEK293 (AID 1566); HEK293 NOD2/NF-kB luciferase reporter, luminescence; higher % means a stronger effect; inhibition, % at 4 µM; hits with a dose series show EC50 in µM; 290,000 tested, 0.63% active; further: many of its hits are not listed in these tables
XIAP antagonists = small molecules displacing peptide from XIAP – biochemical, IAP family, fluorescence polarization (AID 1018) | XIAP BIR domain, fluorescence polarization peptide displacement; higher % means a stronger effect | displacement, % at 20 µM, or IC50 in µM where a hit was titrated | 200,000 tested, 0.007% active; in the data active means displacement above about 50%; further: a part of the inactive calls stands beside numbers as strong as those of hits
M1AAP inhibition = malaria alanyl aminopeptidase activity blockers – biochemical, fluorogenic H-Leu-NHMec substrate, 1536-well (AID 1445); 220,000 tested, 0.42% active; recombinant M1AAP, H-Leu-NHMec fluorogenic kinetic assay; higher % means a stronger effect; one-dose inhibition, % at 30 µM; IC50 in µM for titrated hits;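 active means primary inhibition above the hit cutoff, then over 50% inhibition at one or more dose response concentrations, cut at about 23% in these data, passing the limit was not always enough; inconclusive means conflicting primary data, or primary hits not chosen for dose response; inactive means low primary inhibition, or under 50% at every dose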;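 further: plate controls were DMSO full reaction for no effect and no enzyme background for full effect; strong numbers were not always called active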
M17LAP inhibition = P. falciparum M17LAP inhibitors, primary screen, biochemical, fluorogenic H-Leu-NHMec substrate, 1536-well (AID 1619) | recombinant M17LAP, H-Leu-NHMec fluorogenic kinetic assay; higher % means a stronger effect | inhibition, % at 30 µM; hits with a dose series show IC50 in µM | 220,000 tested, 0.38% active;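 active means compound inhibiting the enzyme by more than half at any dose during confirmatory dose-response retesting; inconclusive means strong single-dose inhibitors picked by rank but not retested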;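 further: plate controls were full reaction with DMSO carrier for no effect and no enzyme background for full effect; strong numbers were not always called active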
LYP inhibition = inhibitors of LYP phosphatase, biochemical, fluorescence intensity, uHTS (AID 1779). recombinant LYP phosphatase, fluorescence intensity; higher % means a stronger effect. inhibition, % at 11.5 µM; hits with a dose series show IC50 in µM. 290,000 tested, 0.054% active;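 further: plate controls were vehicle with enzyme for no effect and no enzyme for full effect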
ER stress rescue = protection against thapsigargin-triggered cell killing – 384-well, CSM14.1, ATP luminescence, primary screen (AID 1222); CSM14.1 thapsigargin-induced death rescue, ATP luminescence; higher % means a stronger effect; cellular ATP content (survival), % at 20 µM; hits with a dose series show EC50 in µM; 190,000 tested, under 10 active;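 active means EC50 below 50 µM in the dose-response confirmation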;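 further: death triggered by thapsigargin at about 15 µM added after 2 h compound pretreatment; cell ATP read after overnight thapsigargin exposure of roughly 18 to 22 hours; normalized against plate controls of thapsigargin alone and 5% DMSO vehicle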
Lipid droplet cells 6.5 µM = second read-out of Lipid droplet, no call of its own (marks repeat the call); cell count; measured here: cell count, cytotoxicity flag;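 cells counted across two imaged fields per well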
* = called active by the depositor; ? = inconclusive; · = not tested or not shown. Unless noted, no stated cut-off is given here; in the data, active means inhibition above about 50%; inactive means the rest. An excerpt; rates above refer to the full screens.

Results follow in this order: Siah-1 displacement, Lipid droplet, Lipid droplet cells 6.5 µM, AID2073, NOD2 inhibition, XIAP antagonists, M1AAP inhibition, M17LAP inhibition, LYP inhibition, ER stress rescue
- COC(=O)Cc1cc(=O)n2[nH]cnc2n1
 : -1%, ·, ·, -1%, 7%, -4.3%, 15%, 16%, -6%, 3.7%
- O=C(NCc1ccco1)c1ccc2c(c1)N(Cc1ccc(Cl)cc1)CCS2
 : 3%, -32, 739, 18%, -22%, ·, 9%, 4%, -2%, ·
- CCN(CC)C(=O)Cn1cc(C(=O)C(=O)N2CC=C(c3ccccc3)CC2)c2ccccc21
 : 16%, -20, 690, 1%, 12%, -5.4%, 2%, 20%, -1%, 0.7%
- O=[N+]([O-])c1cc([N+](=O)[O-])c2nonc2c1Nc1ccc(O)cc1
 : 7%, -11, 794, -17%, 20%, ·, ·, ·, -4%, ·
- Cn1nccc1C(=O)OCC(=O)Nc1ccc(S(N)(=O)=O)cc1
 : 7%, -6, 706, 10%, 17%, ·, ·, ·, -9%, ·
- Cc1cc(C)c2c(=O)n(-c3ccccc3)[nH]c2n1
 : -2%, ·, ·, -11%, -17%, -4.8%, 0%, 15%, -2%, -3.0%
- O=C(O)CSCc1nc2ccccc2s1
 : -4%, ·, ·, 5%, -11%, 2.0%, 2%, 7%, -1%, -2.0%
- CS(=O)(=O)c1sc2nc(-c3ccccc3)cc(-c3ccccc3)c2c1N
 : 20%, 1, 775, 29%, 5%, -3.6%, 21%, 4%, 9%, -3.0%
- CC(=O)CC(=O)Nc1cccc2c1CCCC2
 : -2%, ·, ·, 2%, 2%, -2.4%, 2%, -1%, -13%, 0.7%
- O=C(Nc1ccc(F)cc1F)N1CCN(C/C=C/c2ccccc2)CC1
 : 3%, ·, ·, 0%, 0%, -2.5%, 1%, 1%, 0%, -0.9%
- Cc1cccc2[nH]c3c(N4CC=C(c5ccc(F)cc5)CC4)ncnc3c12
 : 14%, -30, 711, 10%, 17%, ·, 11%, -4%, 2%, ·
- Cc1cccc(C)c1NC(=O)c1c[nH]c2ccccc12
 : 2%, -14, 843, 11%, -33%, ·, ·, ·, -6%, ·
- COc1ccc(CN2CCN(Cc3csc(C(C)=O)c3)CC2CCO)c(C)c1C (stereo not drawn)
 : -3%, -28, 616, -3%, -9%, -8.2%, -4%, -12%, 0%, -1.2%
- O=C(CC1CS(=O)(=O)CC1CC(=O)Oc1ccccc1F)Oc1ccccc1F (stereo not drawn)
 : -5%, -4, 756, 1%, 15%, -0.6%, 1%, -14%, -5%, -1.7%
- COc1cc(-c2cc(C(=O)Nc3ccc(S(N)(=O)=O)cc3)c3ccccc3n2)cc(OC)c1OC
 : 1%, 6, 790, 21%, -27%, ·, ·, ·, -1%, ·
- O=C(CCn1c(=S)oc2ccccc21)N1CCN(c2ccc(F)cc2)CC1
 : -3%, 16, 681, 4%, 17%, ·, 1%, 0%, 4%, ·
- CCOC(=O)N1CCN(C(=O)N2CCOCC2)CC1
 : 0%, -5, 739, 0%, 11%, -0.5%, -4%, -18%, -6%, 3.9%
- O=C(NCCN1C(=O)S/C(=C\c2ccc(Cl)c(Cl)c2)C1=O)c1cnccn1
 : -2%, 8, 663, 21%, -1%, -4.4%, 5%, 13%, 0%, -0.7%
- CC(C)(C)NC(=O)Nc1cccc(Cl)c1Cl
 : 4%, -5, 697, 11%, 9%, -2.6%, 10%, -4%, -5%, -0.6%
- O=C(CN1CCCCCC1)Nc1ccc(Br)cc1[N+](=O)[O-]
 : 2%, -7, 786, -5%, -11%, ·, ·, ·, 2%, ·
- Cc1cc(=O)oc(C)c1C(=O)Nc1ccc(F)cc1
 : -5%, -10, 674, 3%, 15%, ·, -2%, 0%, 2%, ·
- CCN(CC)S(=O)(=O)c1cccc(C(=O)NC(C(=O)NC2=NCCS2)C(C)C)c1 (stereo not drawn)
 : 3%, ·, ·, 49%, -3%, -0.1%, -2%, -9%, -15%, -0.2%
- Cc1ccccc1NS(=O)(=O)c1cc(OCC(N)=O)c(C)cc1Cl
 : 2%, -7, 657, -1%, 0%, -3.7%, -2%, -4%, -7%, -1.8%
- O=[N+]([O-])c1cccnc1N1CCOCC1
 : 3%, ·, ·, 0%, -3%, -5.0%, 3%, -15%, -5%, 2.4%
- CCOC(=O)CSc1nnnn1-c1cccc2ccccc12
 : 0%, -4, 767, -6%, -5%, -5.5%, 1%, -2%, -5%, -6.2%
- CCC1=NN(C(=O)c2ccccc2Br)C(O)(c2ccc(Br)cc2)C1 (stereo not drawn)
 : 0%, -24, 686, -4%, 12%, -4.3%, 8%, 6%, -5%, ·
- Cc1cccc(NC(=O)CCS(=O)(=O)c2ccc3c(c2)NC(=O)CS3)n1
 : 1%, 2, 731, 8%, 11%, ·, ·, ·, -11%, ·
- NNC(=O)/C(=C/c1cccs1)NC(=O)c1ccccc1Cl
 : 12%, 16, 749, -1%, 10%, -4.0%, 1%, 10%, -3%, 1.7%
- COCCOC(=O)C1=C(C)NC2=C(C(=O)CC(C)(C)C2)C1c1cc2c(cc1Br)OCO2 (stereo not drawn)
 : 1%, ·, ·, ?, -10%, -18%, ·, ·, 2%, -1.0%
- CC(C)(C)C(=O)NNC(=O)c1cc2sccc2s1
 : -1%, -2, 792, 1%, -10%, ·, 10%, 2%, -10%, ·
- Cc1cccc(C)c1OCCCN1CCOCC1
 : -7%, -23, 837, 3%, 2%, ·, ·, ·, -5%, ·
- CC(NC(=O)c1ccc(F)cc1)C(c1cccs1)N1CCN(C)CC1 (stereo not drawn)
 : 0%, 20, 743, -3%, 8%, -5.7%, 1%, -6%, -7%, -1.5%
- CCc1ccc(C(=O)COc2ccc(NC(C)=O)cc2)cc1
 : 3%, 12, 698, -4%, 6%, -5.0%, 1%, -5%, -7%, -0.5%
- CCc1cc(/C(Cc2cscn2)=N\O)c(O)cc1O
 : -2%, -2, 857, -1%, 15%, -3.8%, 2%, 10%, -9%, 2.0%
- NC(=S)c1c(Cl)cc(C(F)(F)F)cc1Cl
 : -3%, -11, 683, 4%, -1%, ·, 6%, 0%, -6%, ·
- CN1CCN(C(=O)c2cc(=O)c3cc(Cl)cc(Cl)c3o2)CC1
 : 2%, 1, 828, 3%, 4%, ·, ·, ·, -6%, ·
- CC(C)c1ccc(NC(=O)C2C3C=CC4(CN(Cc5cccnc5)C(=O)C24)O3)cc1 (stereo not drawn)
 : 6%, 22, 693, 7%, 11%, -7.6%, 1%, 24%, -1%, ·
- CCNC(=O)CCn1nc(-c2ccc(Cl)cc2)c2ccccc2c1=O
 : 0%, ·, ·, -1%, 0%, -5.3%, -1%, -1%, 2%, 2.5%
- O=c1cc(CN2CCN(C/C=C/c3ccccc3)CC2)c2cc(O)c(-c3ccccc3)cc2o1
 : -2%, 2, 725, 44%, -20%, -2.8%, 10%, -11%, -6%, 0.7%
- CC(=O)c1ccc(C(=O)N2CCCC(C(=O)c3cc(F)ccc3F)C2)s1 (stereo not drawn)
 : 32%, -23, 744, 2%, 12%, -4.8%, ·, ·, -8%, 0.5%

Continued; it opens with the 2 that closed the last part.
compound	Siah-1 displacement	Lipid droplet	Lipid droplet cells 6.5 µM	AID2073	NOD2 inhibition	XIAP antagonists	M1AAP inhibition	M17LAP inhibition	LYP inhibition	ER stress rescue
O=c1cc(CN2CCN(C/C=C/c3ccccc3)CC2)c2cc(O)c(-c3ccccc3)cc2o1	-2%	2	725	44%	-20%	-2.8%	10%	-11%	-6%	0.7%
CC(=O)c1ccc(C(=O)N2CCCC(C(=O)c3cc(F)ccc3F)C2)s1 (stereo not drawn)	32%	-23	744	2%	12%	-4.8%	·	·	-8%	0.5%
Cc1[nH]c2ccc(C(=O)N3CCN(C)CC3)cc2c1C	11%	0	713	-5%	-3%	·	·	·	-13%	·
CC1=CC(C)(C)Nc2ccc(OC(=O)c3cccnc3)cc21	0%	·	·	-9%	40%	-1.8%	3%	17%	0%	-1.3%
CCC/C=C(\CCC)C(NS(=O)(=O)c1ccc(C(F)(F)F)cc1)c1ccccc1 (stereo not drawn)	5%	20	740	6%	14%	-11%	1%	-2%	3%	-5.4%
COCCN=C1N[C@@H](c2ccc(Br)cc2)C(C(=O)OC)=C(C)N1Cc1ccccc1	1%	-6	729	-5%	5%	·	·	·	-9%	·
O=C(NC1CCCCC1)N(Cc1nc2ccccc2c(=O)[nH]1)C1CCCC1	5%	·	·	36%	3%	-5.8%	15%	7%	-5%	-2.0%
COc1ccc(C(=O)N2CCN(CCCc3ccccc3)CC2)cc1OC	5%	·	·	8%	-1%	·	·	·	-7%	·
CC(=O)c1c(COC(=O)c2ccccc2Cl)nc2ccccc2[n+]1[O-]	3%	6	488	3%	13%	·	8%	1%	-3%	·
O=C(COc1cccnc1[N+](=O)[O-])NCCc1ccccc1	1%	0	716	7%	-14%	-3.6%	9%	-1%	4%	2.2%
Cc1ccc(S(=O)(=O)CC(=O)Nc2nc3ccc(S(N)(=O)=O)cc3s2)cc1	8%	20	731	5%	15%	·	·	·	-4%	·
CC(C)(C)NC(=O)c1cc2c(ccc3ccccc32)oc1=O	-3%	-3	834	19%	10%	·	·	·	-11%	·
CCCNC(=O)c1cnc(Sc2ncc(C(F)(F)F)cc2Cl)n1C	0%	9	795	3%	12%	0.5%	0%	-14%	-6%	-0.2%
CC(=O)c1sc(NC(=O)CCN2C(=O)c3ccccc3C2=O)nc1C	1%	-14	874	14%	0%	·	·	·	-9%	·
C=CCn1c(C#N)c(N)sc1=N	-1%	·	·	-14%	10%	2.7%	5%	0%	-6%	1.6%
COc1ccc(C(=O)N2CCc3ccc(NC(=O)c4ccccn4)cc3C2)cc1F	-6%	0	690	5%	14%	·	·	·	-11%	·
CC(C)N1CCN(Cc2cccn2-c2ccccn2)CC1CCO (stereo not drawn)	21%	-1	734	4%	7%	0.0%	3%	3%	-4%	3.8%

Single records, as listed above:
Results for Cc1[nH]c2ccc(C(=O)N3CCN(C)CC3)cc2c1C → Siah-1 displacement: 11%; Lipid droplet: 0; Lipid droplet cells 6.5 µM: 713; AID2073: -5%; NOD2 inhibition: -3%; XIAP antagonists: ·; M1AAP inhibition: ·; M17LAP inhibition: ·; LYP inhibition: -13%; ER stress rescue: ·
Results for O=C(NC1CCCCC1)N(Cc1nc2ccccc2c(=O)[nH]1)C1CCCC1 → Siah-1 displacement: 5%; Lipid droplet: ·; Lipid droplet cells 6.5 µM: ·; AID2073: 36%; NOD2 inhibition: 3%; XIAP antagonists: -5.8%; M1AAP inhibition: 15%; M17LAP inhibition: 7%; LYP inhibition: -5%; ER stress rescue: -2.0%
